Assay outcomes deposited in PubChem BioAssay by The Scripps Research Institute Molecular Screening Center.
OXTR ag: human OXTR agonists, primary screen, fluorescence, CHO-OTR cells, Fluo-8 calcium; Oxytocin receptor (Homo sapiens), P30559; Fluo-8 calcium fluorescence; normalized: DMSO 0%, oxytocin 100%; activation, % at 3 µM; hit rate 0.32% among 320,000;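 active = activation above the mean of all tested compounds plus 3 SD, cutoff set per screening run, cut at about 20% in these data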;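 also: peak over basal fluorescence ratio from a 100 s FLIPR kinetic read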
Target sequence (P30559 whole entry, looked up): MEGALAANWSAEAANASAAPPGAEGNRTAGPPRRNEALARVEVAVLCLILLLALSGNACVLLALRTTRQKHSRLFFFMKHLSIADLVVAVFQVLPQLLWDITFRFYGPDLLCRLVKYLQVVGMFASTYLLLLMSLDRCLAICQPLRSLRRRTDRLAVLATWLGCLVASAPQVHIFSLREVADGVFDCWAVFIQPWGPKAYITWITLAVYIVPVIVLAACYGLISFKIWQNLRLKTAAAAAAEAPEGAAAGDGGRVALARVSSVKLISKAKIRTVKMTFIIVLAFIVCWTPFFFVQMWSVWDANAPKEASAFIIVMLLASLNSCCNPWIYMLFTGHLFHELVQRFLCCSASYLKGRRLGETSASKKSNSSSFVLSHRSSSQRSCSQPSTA
CHO parental Ca: ATP-evoked calcium signal inhibitors, parental CHO, primary screen, counter-screen for OX1R antagonist project, cell-based, fluorescence, Fluo-8 calcium dye | parental CHO-K1, ATP-induced calcium, Fluo-8 fluorescence | AID 463079, 2010 | hit rate 0.63% among 330,000 | inhibition, % at 5.6 µM;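 active = inhibition above that plate's mean sample inhibition plus 3 SD, cut at about 26% in these data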;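 also: 0% = ATP-challenged DMSO wells and 100% = DMSO wells without ATP; some compounds past the cut are filed as inactive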
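Material: parental CHO cells / Compound: single nominal dose of 5.6 µM per compound / Signal: Fluo-8 fluorescence / Replicates: singlicate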
M1 PAM parental: nonselective calcium activators in parental CHO-K1 cells, primary screen, counter-screen for M1 PAM project, cell-based, Fluo-8 calcium fluorescence, full deck, 1536-well. ATP EC20; 0% at ATP EC20, 100% at ATP max. activation, % at 3 µM. hit rate 0.02% among 360,000;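 active = activation above the run cutoff, the mean activation of all test compounds plus 3 SD, cut at about 40% in these data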;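 also: peak over basal fluorescence ratio in a 140 s read after ATP addition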
CHO-K1 Ca ag: counter-screen for M1 agonists: effect in parental CHO-K1 cells; Fluo-8 calcium fluorescence; scaled to maximal ATP response, vehicle zero; activation, % at 3 µM; hit rate 0.48% among 360,000; in the data active = activation above about 15%;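 also: untransfected CHO-K1 host cells lacking M1 receptor as counterscreen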
TAAR1 antagonist: human TAAR1 antagonists, primary screen, Fluo-8 calcium fluorescence, CHO RD-HGA16 cells | AID 624466, 2012 | Trace amine-associated receptor 1 (Homo sapiens), Q96RJ0 | hit rate 1.5% among 360,000 | inhibition, % at 3 µM | antagonist;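 active = inhibition above a per-plate cutoff, the mean inhibition of test compounds on that plate plus 3 SD, cut at about 49% in these data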;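 also: 0% = DMSO plus EC80 beta-PEA response and 100% = DMSO alone without agonist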
Target sequence (Q96RJ0 whole entry, looked up): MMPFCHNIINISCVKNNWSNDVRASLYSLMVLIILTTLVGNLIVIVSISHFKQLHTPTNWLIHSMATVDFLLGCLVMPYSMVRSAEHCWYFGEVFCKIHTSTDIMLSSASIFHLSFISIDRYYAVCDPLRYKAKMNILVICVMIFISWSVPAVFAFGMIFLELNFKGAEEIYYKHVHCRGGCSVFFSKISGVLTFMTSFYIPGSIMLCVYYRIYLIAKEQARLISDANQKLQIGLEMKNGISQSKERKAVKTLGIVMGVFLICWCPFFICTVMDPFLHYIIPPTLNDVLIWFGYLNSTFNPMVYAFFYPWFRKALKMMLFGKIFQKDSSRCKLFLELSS
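System: RD-HGA16 CHO cells with stable hTAAR1 and Gα16 | Probe or stimulus: EC80 β-phenethylamine stimulus | Dosing: 3 µM, single point | Times: Dye loading 75 min at 37 °C, then 30 min room temperature | Measured by: Fluo-8 calcium-sensitive fluorescence | Read-out basis: % inhibition of agonist calcium response | Replicates: n of 1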
CHO-K1 Ca antag: M1 antagonist counterscreen hit in parental CHO-K1 cells. ATP-induced calcium, Fluo-8 fluorescence. inhibition, % at 3 µM. hit rate 0.6% among 360,000;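 active = inhibition above a per-plate cutoff, the plate's mean sample inhibition plus 3 SD, cut at about 24% in these data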;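 also: 0% = DMSO plus EC80 ATP and 100% = DMSO alone without ATP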
V1R ag counter: agonists of human V1a receptor, primary screen, counter-screen for OXTR agonist project, fluorescence, CHO-V1R cells; hit rate 0.25% among 320,000; Fluo-8 calcium fluorescence, agonist mode; 0% DMSO, 100% 3 nM vasopressin; activation, % at 3 µM; Vasopressin V1a receptor (Homo sapiens), P37288;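 active = activation above the mean activation of all tested compounds plus 3 SD, per screening run, cut at about 20% in these data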;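 also: signal is peak over basal fluorescence ratio across a 100 second FLIPR read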
OXTR potentiate: human OXTR potentiators, primary screen, fluorescence, CHO-OTR cells, Fluo-8 calcium | hit rate 0.061% among 320,000 | Fluo-8 calcium fluorescence, potentiator mode; 0% = oxytocin EC15, 100% = EC100 | activation, % at 3 µM;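 active = activation above that plate's cutoff, the mean activation of tested compounds plus 3 SD, cut at about 6.6% in these data, passing the limit was not always enough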;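 also: 100% uses oxytocin at 75 nM as the full agonist control; some results filed as inactive read as strong as hits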
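assay system = CHO-OTR cells, human receptor | schedule = compound 6 min at room temperature before oxytocin, 100 s read | detection = Fluo-8 intracellular calcium fluorescence, ex 470-495, em 515-575 nm | evaluation = normalized max/min fluorescence ratio, % activation | control set = EC15 oxytocin alone as 0%, 75 nM oxytocin (EC100) as 100%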
GPR7 antag: GPR7 receptor antagonists, primary screen, cell-based, fluorescence, single concentration; AID 1861, 2009; GPR7-expressing cells, fluorescence antagonist assay; hit rate 1.1% among 290,000; inhibition, % at 4.4 µM; in the data active = inhibition above about 16%, passing the limit was not always enough;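 also: cells stimulated with the agonist NPW; 0% = agonist with vehicle and 100% = vehicle without agonist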
Target sequence (P48145 whole entry, looked up): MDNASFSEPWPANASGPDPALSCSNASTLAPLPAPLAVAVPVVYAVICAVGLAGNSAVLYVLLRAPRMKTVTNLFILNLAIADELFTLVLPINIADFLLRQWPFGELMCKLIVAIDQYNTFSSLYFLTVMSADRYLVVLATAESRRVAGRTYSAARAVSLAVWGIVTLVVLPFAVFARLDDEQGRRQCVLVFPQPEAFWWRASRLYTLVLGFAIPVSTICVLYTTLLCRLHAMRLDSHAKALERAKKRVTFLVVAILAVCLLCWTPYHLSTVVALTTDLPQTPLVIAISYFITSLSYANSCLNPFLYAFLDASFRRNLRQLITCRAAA
* hit, by the source's call; nt = no result given. Random draw from the library. Share with any hit: about 3.5%.

SMILES	OXTR ag	CHO parental Ca	M1 PAM parental	CHO-K1 Ca ag	TAAR1 antagonist	CHO-K1 Ca antag	V1R ag counter	OXTR potentiate	GPR7 antag
COc1ccc(N2Cc3cccc(C(=O)NC(C)CCc4ccco4)c3C2=O)cc1 (stereo not drawn)	-1.8	-31	16	-0.4	-36	-1	-1.1	-7	-20
CC1CC(=O)Nc2ccccc2N1S(=O)(=O)c1cccs1 (stereo not drawn)	1.5	-21	8	0.4	-26	-8	-2.2	-2	-8
CCN(CC)S(=O)(=O)c1ccc(C(=O)NCc2ccc3c(c2)OCO3)cc1	-0.5	-2	19	2.5	-8	-4	0.1	-10	-10
Nc1nnc(SCC(=O)Nc2nccs2)s1	0.2	-10	-9	0.4	11	-6	-0.5	-23	7
CCOC(=O)NN1C(=O)c2ccccc2NC1c1ccc(OC)cc1OC (stereo not drawn)	0.2	-3	13	0.5	5	-10	1.4	0	-21
OC(c1ccccc1)c1nc(-c2ccc(Cl)cc2)cs1 (stereo not drawn)	nt	nt	21	1.3	-8	-14	nt	nt	nt
CC(NC(=O)[C@H](C)NC(=O)[C@@H]1CSC2c3ccccc3C(=O)N21)c1ccccc1 (stereo partly drawn)	-0.1	-21	11	3.2	-5	-5	0.0	0	-10
Cc1nnc(NC(=O)CSc2nnc3c(n2)[nH]c2ccc(Br)cc23)s1	1.2	10	18	1.1	6	-17	1.7	-9	3
Cc1cccc(N(CC(=O)NCC2CCCO2)C(=O)CCC(=O)Nc2cc(C)on2)c1 (stereo not drawn)	1.1	-12	-5	-0.5	-10	12	1.0	2	4
CCc1ncc(CN2CCCCC2C(=O)Nc2ccc(Oc3ccccc3)nc2)cn1 (stereo not drawn)	0.0	-16	-10	0.5	-16	-1	1.5	0	-15
Cc1ccc(SCc2ccc(C(=O)NCc3cccnc3)cc2)cc1	8.7	-6	17	5.0	1	3	8.6	-14	6
COc1cccc(OCC(O)CN2CCC(C)CC2)c1 (stereo not drawn)	1.5	-9	8	-0.1	-7	-5	1.7	0	-11
COc1ccc(C2CC(c3ccccc3)=NN2c2ccc(N)cc2)cc1 (stereo not drawn)	-0.8	-4	-3	0.2	17	4	-0.6	-7	-6
CC1=C(C(=O)N2CCOCC2)C(c2ccsc2)C2=C(CCCC2=O)N1 (stereo not drawn)	0.0	-5	0	0.3	6	-8	-0.5	-6	-3
COCCN(Cc1cc2cccc(C)c2[nH]c1=O)C(=O)c1ccccc1	-0.9	2	12	1.3	3	2	-0.9	-12	-6
CCOC(=O)N1CCN(C(=O)COC(=O)c2cc(Cl)cc(Cl)c2)CC1	-0.8	-16	-8	-0.3	-18	-7	-0.7	-3	nt
O=C(CSc1nc(=O)n2ccccc2n1)NC1CCCCC1	-0.2	-17	2	1.8	-7	-3	0.5	-5	nt
Cc1nc2ccccc2n1CC(=O)N/N=C\c1ccccn1	-0.8	1	0	0.2	2	3	0.0	-15	9
Cc1cccc(N2CCN(C(=O)Cn3cccc3)CC2)c1C	-1.0	-11	15	1.3	-11	1	3.7	-8	18
CCCC[C@@H]1C=C(C(=O)O)[C@H](c2ccc(C)cc2)N1S(=O)(=O)c1ccc(C)cc1	0.1	-14	11	0.6	-6	-10	1.3	2	nt
NS(=O)(=O)c1ccc(CNC(=O)CNC(=O)c2ccc(F)cc2)cc1	0.1	-10	-9	0.1	-13	-4	-0.1	-7	-7
COc1ccc(-c2nnc3sc(C(C)N4C(=O)c5ccccc5C4=O)nn23)cc1 (stereo not drawn)	1.3	-25	4	0.6	20	10	1.8	-4	-13
CCOC(=O)C1CCN(C(=O)c2ccc3c(c2)NC(=O)/C(=C\c2ccc(C)cc2)S3)CC1	-0.7	-38	19	1.1	-7	-10	1.6	-5	33*
COc1cc2c(cc1OC)C1Cc3ccc(OC)c(OC)c3CN1CC2 (stereo not drawn)	-0.9	-15	14	1.0	-5	-17	0.6	-9	-13
CCOC(=O)C1=C(N)N2C(=O)C(C)SC2=C(C(=O)OCC)C1c1cc(OC)c(OC)c(OC)c1 (stereo not drawn)	-1.4	-14	8	0.0	-21	0	-1.1	3	-1
SMILES	OXTR ag	CHO parental Ca	M1 PAM parental	CHO-K1 Ca ag	TAAR1 antagonist	CHO-K1 Ca antag	V1R ag counter	OXTR potentiate	GPR7 antag
Cc1c(N2C(=O)/C(=C\C3CC=CCC3)SC2=S)c(=O)n(-c2ccccc2)n1C (stereo not drawn)	0.4	-1	-7	1.1	-2	-6	0.2	-6	1
CC#CCN1c2ccccc2[C@]23C[C@@H](C(=O)OC)N(C(=O)c4cc(C)oc4C)C2=NC(C(=O)OC)=C(C(=O)OC)[C@H]13	-0.6	-26	16	0.9	2	-12	-0.6	2	nt
O=C(CCl)Nc1cc(S(=O)(=O)N2CCCCCC2)ccc1Cl	-1.8	-6	8	0.0	-5	1	1.1	-4	-6
COC(=O)c1ccccc1NC(=O)CN1CCOCC1	-1.0	-10	8	0.3	-5	-8	0.7	-1	-10
O=C1CCCC(O)=C1C=Nc1ccc(O)cc1	1.2	-3	-5	0.2	15	15	0.4	-12	-13
Cc1nc2sc3c(=O)[nH]nnc3c2c(C)c1Br	0.7	-9	11	-0.4	-15	-3	1.7	-10	8
O=C(NCc1ccc(F)cc1)C1CCN(S(=O)(=O)N2CCC3(CC2)OCCO3)CC1	-0.5	-12	15	0.5	3	-15	-0.3	-3	-2
CN(C(=O)COC(=O)/C=C/c1ccc(F)cc1)c1c(N)n(Cc2ccccc2)c(=O)[nH]c1=O	-1.5	-24	5	0.1	3	-9	0.6	-2	nt
Cc1ccc(C(=O)NC(=S)N(C)C2CCCCC2)cc1Br	-1.2	-31	-2	-0.2	-23	1	-0.6	-7	-8
COC(=O)c1cn(C)c2ccc(S(=O)(=O)N3CC(C)CC(C)C3)cc2c1=O (stereo not drawn)	0.0	-14	10	0.0	4	-10	-0.3	-2	-12
COc1ccccc1NS(=O)(=O)c1ccc(NN=C2CCCC2)c([N+](=O)[O-])c1	4.7	-3	16	7.1	3	6	6.1	-9	-1
CC(C)NC(=O)COc1cccc2ccccc12	-1.7	-9	-8	0.2	15	-4	-1.0	-1	-14
COc1ccc(/C=C/C(=O)OCc2cccc([N+](=O)[O-])c2)cc1	-0.7	-15	15	0.5	-26	-15	-0.4	-6	-2
CC(=O)NC(NC(C)=O)c1cccc(OCc2ccccc2)c1	0.0	-3	27	0.4	-14	-3	0.7	-6	-4
COc1ccc(CCN2C(=O)NC(NS(=O)(=O)c3ccccc3)(C(F)(F)F)C2=O)cc1OC (stereo not drawn)	1.0	-10	7	0.5	5	-7	0.6	3	-11
CC(=O)c1sc2c(c1OC(=O)c1ccc(Cl)cc1)c(=O)n(-c1ccccc1)c(=S)n2-c1ccccc1	nt	nt	0	0.5	19	-2	nt	nt	nt
O=C(Cn1nc(-c2ccc3c(c2)OCCO3)ccc1=O)Nc1cccc(NC(=O)c2ccccn2)c1	0.9	2	nt	nt	nt	nt	-0.1	-2	-5
Cc1cc(C)cc(C(=O)NCCCc2ccccc2)c1	-2.1	-19	18	1.3	15	-6	-1.3	1	-22
Cc1ccc2c(n1)CC(C)(C)CC2=O	0.1	-4	17	0.8	-14	-8	1.2	-13	4
CCOC(=O)c1c(NC(=O)COc2ccccc2OCC)sc2c1CC(C)(C)NC2(C)C	2.6	-18	-7	6.9	nt	18	3.2	-14	nt
O=C1COc2ccc(C(=O)COC(=O)c3cccnc3Cl)cc2N1	0.4	10	-16	-0.3	-2	6	2.4	-13	8
O=C(c1ccc(F)cc1)C1CCN(CCn2c(=S)[nH]c3ccccc3c2=O)CC1	-0.9	-17	nt	nt	nt	nt	4.2	-17	-1
COc1ccc(NS(=O)(=O)c2cccc(C(=O)NCC(c3cccs3)N3CCOCC3)c2)cc1 (stereo not drawn)	3.1	-26	6	2.2	3	-9	1.7	-8	nt
CCC(CC)=NNc1cccc([N+](=O)[O-])c1	-0.3	-10	6	0.0	3	0	-1.1	-4	-6
O=C1CCN(CCCc2ccccc2)CCN1CCO	0.7	-3	5	0.1	3	-5	0.2	-9	-6

Structures listed above shown as hits in GPR7 antag.
| compound | TAAR1 antagonist | GPR7 antag |
| --- | --- | --- |
| CCOC(=O)C1CCN(C(=O)c2ccc3c(c2)NC(=O)/C(=C\c2ccc(C)cc2)S3)CC1 | -7 | 33* |

Arranged by the number under GPR7 antag (ascending): some entries from above.
smiles,GPR7 antag
COC(=O)c1cn(C)c2ccc(S(=O)(=O)N3CC(C)CC(C)C3)cc2c1=O (stereo not drawn),-12
CCC(CC)=NNc1cccc([N+](=O)[O-])c1,-6
COc1ccc(/C=C/C(=O)OCc2cccc([N+](=O)[O-])c2)cc1,-2

(further entries)
SMILES	OXTR ag	CHO parental Ca	M1 PAM parental	CHO-K1 Ca ag	TAAR1 antagonist	CHO-K1 Ca antag	V1R ag counter	OXTR potentiate	GPR7 antag
NC(=O)NC(=O)Nc1ccccc1Cl	0.9	-12	16	1.5	-10	-1	-0.7	-6	-12
O=C(Nc1ccc2oc(=O)ccc2c1)c1ccccc1[N+](=O)[O-]	0.7	-7	12	1.0	9	-15	0.0	-5	6
CCCc1cc(=O)[nH]c(SCC(=O)C(C)(C)C)n1	0.0	4	5	0.3	-3	-24	-0.1	-13	9
CCOCCCNCc1ccc(OCc2ccccc2Cl)cc1	8.2	-4	13	2.2	6	-4	4.7	-3	11
Cc1cc2occ(CC(=O)NNC(=O)c3ccccc3)c2cc1C	1.0	-1	-9	0.4	-16	2	1.0	-3	-16
CC(=O)N/C(N)=N/c1nc2cc(C)ccc2o1	-1.0	10	11	5.3	-39	-7	-1.1	-6	-13
Cc1ccc(-n2cc(CNC(C)c3cnn(C)c3)c(-c3ccc(F)cc3)n2)cc1 (stereo not drawn)	4.7	-22	0	2.5	-6	5	6.8	-5	3
Cc1sc(N2C(=O)C3C4C=CC(C4)C3C2=O)c(C#N)c1C (stereo not drawn)	1.1	-4	-6	-0.1	-20	11	1.4	4	10
COc1ccc(-c2csc(NC(=O)COC(=O)Cc3ccc(Cl)cc3Cl)n2)cc1	-2.7	-8	nt	nt	nt	nt	-1.2	-11	-2
Cc1cc(NC(=O)Cn2c(=O)n(Cc3ccccc3)c(=O)c3ccccc32)no1	-0.4	-3	29	0.7	5	-12	-0.8	0	-18
CCOC(=O)CNC(=O)c1sc(NC(=O)c2cccc(F)c2)nc1C	-1.5	-13	15	0.4	17	-6	-0.2	0	2
